# Screens (PubChem BioAssay)
# bIAP inh: blocks bovine intestinal alkaline phosphatase activity | inhibition, % at 20 µM | AID 1019 | purified bovine IAP, CDP-star luminescence, 30 min | 190,000 tested, under 10 active;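 active = over 50% inhibition of intestinal alkaline phosphatase at 20 µM in the single-dose screen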
#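 System: purified bovine intestinal alkaline phosphatase (IAP) enzyme; Input: IAP diluted 1/65,000,000 in the well; Measured by: CDP-star luminescence signal; Compound dosing: 20 µM single dose; Incubation: 30 min reaction at room temperature.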
# TNAP inh hiacc: blocks human TNAP under high phosphate acceptor concentration | purified TNAP, CDP-star luminescence, 1 M DEA | AID 1135 | actives 0.03% (n = 200,000) | P05186 | inhibition, % at 20 µM;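 active = over 50% inhibition of tissue-nonspecific alkaline phosphatase at 20 µM in the single-dose screen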;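 note: plate controls were DMSO wells for no effect and EDTA-quenched wells as full inhibition for full effect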
# Target sequence (P05186 whole entry, looked up): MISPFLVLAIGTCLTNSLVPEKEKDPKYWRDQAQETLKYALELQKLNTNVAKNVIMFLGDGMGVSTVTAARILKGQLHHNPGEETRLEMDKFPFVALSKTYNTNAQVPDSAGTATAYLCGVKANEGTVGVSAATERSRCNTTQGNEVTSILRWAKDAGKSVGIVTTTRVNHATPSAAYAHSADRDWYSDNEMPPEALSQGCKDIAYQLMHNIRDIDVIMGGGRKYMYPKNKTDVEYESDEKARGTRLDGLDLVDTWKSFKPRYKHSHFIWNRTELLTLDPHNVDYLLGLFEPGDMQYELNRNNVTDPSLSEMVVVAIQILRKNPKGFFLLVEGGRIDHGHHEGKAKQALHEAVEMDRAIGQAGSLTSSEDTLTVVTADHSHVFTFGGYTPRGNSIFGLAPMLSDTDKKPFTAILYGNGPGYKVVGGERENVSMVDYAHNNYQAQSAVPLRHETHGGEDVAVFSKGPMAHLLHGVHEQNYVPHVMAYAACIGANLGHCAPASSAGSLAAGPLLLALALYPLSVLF
# PPARg SRC3 recr: agonists of human PPARgamma SRC-3 coactivator recruitment. biochemical PPARgamma/SRC-3 coactivator recruitment assay. activation, % at 8 µM. actives 0.26% (n = 200,000); in the data active = activation above about 23%;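 note: 0% = DMSO and 100% = reference agonist; some compounds past the cut are filed as inactive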
# Target sequence (P37231 whole entry, looked up): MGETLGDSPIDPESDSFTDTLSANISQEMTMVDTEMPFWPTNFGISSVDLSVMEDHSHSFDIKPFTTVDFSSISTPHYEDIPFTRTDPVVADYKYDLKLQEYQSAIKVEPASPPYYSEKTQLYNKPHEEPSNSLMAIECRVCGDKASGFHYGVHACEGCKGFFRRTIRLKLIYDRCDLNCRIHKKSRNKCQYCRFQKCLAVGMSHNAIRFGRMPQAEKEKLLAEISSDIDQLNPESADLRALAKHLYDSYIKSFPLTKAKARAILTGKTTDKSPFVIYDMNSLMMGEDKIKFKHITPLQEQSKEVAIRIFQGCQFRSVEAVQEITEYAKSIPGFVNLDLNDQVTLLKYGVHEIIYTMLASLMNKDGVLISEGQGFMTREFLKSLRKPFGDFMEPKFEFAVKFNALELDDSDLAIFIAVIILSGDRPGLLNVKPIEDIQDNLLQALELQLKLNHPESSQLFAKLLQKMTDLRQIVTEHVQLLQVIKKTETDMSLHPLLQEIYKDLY
# PPARg SRC-2 ag: promotes SRC-2 coactivator recruitment by human PPARgamma. actives 0.34% (n = 200,000). AID 1032. activation, % at 8 µM. PPARgamma LBD-SRC-2 recruitment, biochemical; in the data active = activation above about 22%;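 note: 0% = vehicle and 100% = reference agonist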
# TNAP act hi DEA: activators of human TNAP at high phosphate acceptor concentration | P05186 | purified TNAP, CDP-star luminescence, 1 M DEA, 30 min; hits give high values; 0 = EDTA background, 1 = DMSO-only activity | 200,000 tested, under 10 active | AID 1136 | activation factor at 20 µM;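 active = activation factor at least 2 at 20 µM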
#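 system = human TNAP | amount = enzyme diluted 1/800 final | reagent = 100 µM CDP-star substrate | signal = luminescent substrate turnover signal | dosing = one dose, 20 µM | benchmarks = EDTA negative control, DMSO positive control | measure = activation factor | timing = 30 min reaction, room temperature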
# TNAP inh no acc: inhibitors of human TNAP without phosphate acceptor | P05186 | purified TNAP, CDP-star luminescence, 30 min | inhibition, % at 20 µM | actives 0.26% (n = 200,000) | AID 1012;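 active = tissue-nonspecific alkaline phosphatase inhibition above about 50% at 20 µM in the single-dose screen, limit read from the data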;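 note: 0% = DMSO negative control and 100% = EDTA positive control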
# bIAP act: intestinal alkaline phosphatase (bovine) activation. purified bovine IAP, CDP-star luminescence, 30 min; hits give high values; fold of DMSO-control signal, blank-subtracted. activation factor at 20 µM. actives 0.17% (n = 200,000);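 active = activation factor of 2 or more at 20 µM, a signal rise over negative controls twice the positive control's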
# HMGR II inh: blocks class II HMG-CoA reductase of Enterococcus faecalis; purified E. faecalis HMGR, NADPH absorbance 340 nm kinetic; inhibition, % at 10 µM; actives 0.41% (n = 190,000);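 active = inhibition above a set limit, the median over all tested compounds plus 3 SD, cut at about 9.5% in these data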;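 note: enzyme runs in reverse so mevalonate oxidation gives rising NADPH absorbance; 0% = complete reaction with DMSO and 100% = background rate lacking mevalonate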
# PPARg SRC-1 ag: PPARgamma-driven SRC-1 recruitment agonism; P37231; PPARgamma-SRC-1 coactivator recruitment biochemical assay; activation, % at 8 µM; actives 0.41% (n = 200,000); in the data active = activation above about 19%;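 note: 0% = DMSO and 100% = reference agonist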
# SRC2 TRFRET art: flags TR-FRET format artefacts in PPARgamma SRC-2 recruitment agonist screen; TR-FRET artefact counter-screen; hits give high values; TR-FRET ratio at 8 µM; actives 0.4% (n = 200,000); in the data active = TR-FRET ratio above about 2000; note: inactives centre near 1500
# The depositor's hits bear a star; · = not tested or not shown.
SMILES,bIAP inh,TNAP inh hiacc,PPARg SRC3 recr,PPARg SRC-2 ag,TNAP act hi DEA,TNAP inh no acc,bIAP act,HMGR II inh,PPARg SRC-1 ag,SRC2 TRFRET art
CCOC(=O)C1=C(N)OC2=C(C(=O)CCC2)C1c1sccc1C (stereo not given),·,-4,4,4,1,0,0.5,-1,2,1518
O=C(COC(=O)CSc1ccc2ccccc2c1)NC1CC1,5,3,7,1,1,-9,1,-7,3,1434
COc1ccccc1Nc1nc(C)cc(C)c1C(N)=O,16,-6,-4,-3,1.1,-12,0.8,-4,1,1584
Cc1ccc2cc(C#N)c(N3CCCN(C(=O)C4CCCO4)CC3)nc2c1C (stereo not given),0,-11,3,6,1.1,-9,1,-5,14,1617
CCC(C)Oc1nc2ccccc2nc1NS(=O)(=O)c1ccccc1 (stereo not given),11,-2,-2,1,1,-14,0.9,-6,5,1498
Cc1cc2c(c(=O)n1C)C(Cc1ccccc1)C(C#N)=C(N)O2 (stereo not given),8,0,3,-5,1,-11,0.9,-4,6,1459
COC(=O)c1ccc(Sc2ccccc2NS(=O)(=O)c2ccc(NC(C)=O)cc2)nc1,-8,1,-10,10,1,2,1.1,-1,8,1661
O=C(CSc1cccc(C(F)(F)F)c1)N1CCN(S(=O)(=O)c2ccccc2)CC1,-1,-3,-4,-9,1,-2,1,-1,-2,1307
COc1ccccc1CN(C(=O)Cc1cccs1)C(C(=O)NC1CCCC1)c1ccncc1 (stereo not given),-6,-4,-10,4,1,-12,1.1,-3,-6,1638
COC(=O)CC/C(C)=N\Nc1ccc([N+](=O)[O-])cc1[N+](=O)[O-],12,0,6,6,1,-3,0.9,-4,-2,1544
CCN(CC)CCN(Cc1cc2cc(C)ccc2[nH]c1=O)C(=S)Nc1ccccc1,-10,-6,0,2,1.1,-8,1.1,2,4,1506
COc1ccc(OC(=O)c2cn(C)nc2C(F)(F)F)cc1,0,-6,2,6,1.1,-13,1,-2,-1,1501
CCc1ccc(NC(=O)CSc2nc3cc(C(=O)OC)ccc3c(=O)n2Cc2ccco2)cc1,6,1,6,3,1,8,0.9,-6,11,1843
CN(c1ccccc1)c1ccc(/C=c2\s/c(=C(/C#N)C(=O)C(C)(C)C)n(Cc3ccco3)c2=O)cc1,·,35,15,1,0.6,28,0.5,-5,5,1681
COc1ccc(C(=O)COC(=O)/C=C/c2ccc(S(=O)(=O)Nc3cccc(S(N)(=O)=O)c3)cc2)cc1,-6,10,-7,0,0.9,35,1.1,2,-1,1348
Clc1ccc2nnnc(-c3ccccc3)c2c1,6,-3,-2,-11,1,-9,0.9,1,1,1443
Cc1c(C)n(C(=O)CSc2nncn2C)c2ccccc12,16,-4,-1,1,1,-4,0.8,-3,-1,1528
CC1CCCCN1CCCn1c(=S)[nH]c2ccccc2c1=O (stereo not given),4,2,6,20,1,-8,1,1,4,1809
Cn1ccnc1C(O)(c1nnc(-c2ccccc2)o1)C(F)(F)F (stereo not given),6,2,0,5,1,-6,0.9,-6,0,1760
CC(c1ccccc1)N1C(=O)c2ccccc2C1O (stereo not given),8,0,12,13,1,-14,0.9,4,4,1747
c1ccc2nc3c(nc2c1)c1ccccc1n3CCN1CCOCC1,4,-3,10,8,1,-3,1,-3,1,1613
O=C(NCCN1CCOCC1)C(=O)NCC1CCCO1 (stereo not given),-26,-4,-1,-1,1,12,1.3,-2,1,1564
O=C(CSc1ncnc2ccccc12)NCC(=O)c1ccccc1,34,-2,-8,4,1,-14,0.7,-1,3,1562
Cc1cc(C(F)(F)F)n(-c2nc(C(=O)Nc3ccccc3Oc3ccccc3)cs2)n1,12,-3,21,11,1,-14,0.9,-4,2,1620
CCC(C)NCCOCCOc1ccc(Cl)c(C)c1C (stereo not given),30,0,3,5,1,-9,0.7,-2,0,1554

# Part of the list above, with tabs.
Molecule	bIAP inh	TNAP inh hiacc	PPARg SRC3 recr	PPARg SRC-2 ag	TNAP act hi DEA	TNAP inh no acc	bIAP act	HMGR II inh	PPARg SRC-1 ag	SRC2 TRFRET art
CCOC(=O)C1=C(N)OC2=C(C(=O)CCC2)C1c1sccc1C (stereo not given)	·	-4	4	4	1	0	0.5	-1	2	1518
O=C(COC(=O)CSc1ccc2ccccc2c1)NC1CC1	5	3	7	1	1	-9	1	-7	3	1434
COc1ccccc1Nc1nc(C)cc(C)c1C(N)=O	16	-6	-4	-3	1.1	-12	0.8	-4	1	1584
Cc1ccc2cc(C#N)c(N3CCCN(C(=O)C4CCCO4)CC3)nc2c1C (stereo not given)	0	-11	3	6	1.1	-9	1	-5	14	1617
CCC(C)Oc1nc2ccccc2nc1NS(=O)(=O)c1ccccc1 (stereo not given)	11	-2	-2	1	1	-14	0.9	-6	5	1498
Cc1cc2c(c(=O)n1C)C(Cc1ccccc1)C(C#N)=C(N)O2 (stereo not given)	8	0	3	-5	1	-11	0.9	-4	6	1459
COC(=O)c1ccc(Sc2ccccc2NS(=O)(=O)c2ccc(NC(C)=O)cc2)nc1	-8	1	-10	10	1	2	1.1	-1	8	1661
O=C(CSc1cccc(C(F)(F)F)c1)N1CCN(S(=O)(=O)c2ccccc2)CC1	-1	-3	-4	-9	1	-2	1	-1	-2	1307
COc1ccccc1CN(C(=O)Cc1cccs1)C(C(=O)NC1CCCC1)c1ccncc1 (stereo not given)	-6	-4	-10	4	1	-12	1.1	-3	-6	1638
COC(=O)CC/C(C)=N\Nc1ccc([N+](=O)[O-])cc1[N+](=O)[O-]	12	0	6	6	1	-3	0.9	-4	-2	1544
CCN(CC)CCN(Cc1cc2cc(C)ccc2[nH]c1=O)C(=S)Nc1ccccc1	-10	-6	0	2	1.1	-8	1.1	2	4	1506
COc1ccc(OC(=O)c2cn(C)nc2C(F)(F)F)cc1	0	-6	2	6	1.1	-13	1	-2	-1	1501
CCc1ccc(NC(=O)CSc2nc3cc(C(=O)OC)ccc3c(=O)n2Cc2ccco2)cc1	6	1	6	3	1	8	0.9	-6	11	1843
CN(c1ccccc1)c1ccc(/C=c2\s/c(=C(/C#N)C(=O)C(C)(C)C)n(Cc3ccco3)c2=O)cc1	·	35	15	1	0.6	28	0.5	-5	5	1681

# Later entries:
SMILES,bIAP inh,TNAP inh hiacc,PPARg SRC3 recr,PPARg SRC-2 ag,TNAP act hi DEA,TNAP inh no acc,bIAP act,HMGR II inh,PPARg SRC-1 ag,SRC2 TRFRET art
COc1ccc(S(=O)(=O)Nc2ccc(S(=O)(=O)N3CCOCC3)cc2)cc1,4,-3,11,19,1,-10,1,-5,1,1682
O=S(=O)(c1ccc(Cl)cc1)N1CCN=C1SCc1ccc(Cl)c(Cl)c1,-7,0,7,-3,1,-14,1.1,-1,4,1769
COCCCNC(=O)CCn1c(=O)c2ccccc2n(CC(=O)Nc2ccc(C)cc2C)c1=O,2,-3,4,10,1,-14,1,0,-2,1531
O=c1cc(-c2ccccc2)nc2nc[nH]n12,3,-1,-9,6,1,-14,1,4,-8,1425
O=C(Nc1nc2c(s1)CCCC2)C1CCCN1C(=O)c1cccs1 (stereo not given),0,-6,2,4,1.1,-14,1,2,4,1629
CC(C)NC(=O)c1nn2c(C(F)(F)F)cc(-c3ccco3)nc2c1Cl,9,3,2,-1,1,-4,0.9,-2,0,1453
CCC(C)NC(=O)c1ccccc1NC(=O)C1COc2ccccc2O1 (stereo not given),1,-6,5,3,1.1,-8,1,-1,-5,1473
COC(=O)c1cn(C(=O)c2ccc(C)cc2C)c2ccccc12,-19,-3,-3,5,1,-7,1.2,-9,7,1614
CNS(=O)(=O)c1cccc(C(=O)NCC(c2cccs2)N(C)C)c1 (stereo not given),6,-4,9,3,1,-14,0.9,1,-4,1524
Cc1nc(-c2ccccn2)sc1C(=O)Nc1ccc(F)cc1F,-3,0,2,2,1,-10,1,-3,6,1535
O=C(Nc1ccccc1)c1ccc(CSc2ncccn2)cc1,6,-1,12,12,1,-6,0.9,-2,-4,1557
COc1ccc(C2CC(c3cccs3)=NN2C(=O)CSc2nc3ccccc3o2)cc1 (stereo not given),2,-4,7,9,1,-10,1,0,-2,1500
N=c1n(Cc2ccccc2)c2ccccc2n1Cc1ccccc1,31,-4,0,-1,1,-13,0.7,1,-3,1368
COc1nn(CC(=O)N2N=C(C)CC2(O)C(F)F)cc1[N+](=O)[O-] (stereo not given),5,-1,-5,-1,1,-9,0.9,-3,0,1607
Cc1cc(C)nc(NS(=O)(=O)c2ccc(NC(=O)CCN3C(=O)c4ccccc4C3=O)cc2)n1,9,-6,1,-1,1.1,8,0.9,0,8,1700
CCOC(=O)c1ccc(NC(=S)NNC(=O)C2(C)CC2(Cl)Cl)cc1 (stereo not given),6,-1,14,-3,1,-188,0.9,-2,2,1652
CCCC(c1nnnn1Cc1ccc(OC)cc1)N1CCN(c2ccccc2)CC1 (stereo not given),7,-4,-9,1,1,-11,0.9,1,-2,1347
COc1ccc(C(=O)N2CCSC2=S)cc1OC,8,-3,-6,1,1,-10,0.9,1,-8,1454
CSc1ccc(C(=O)C2CCCN(Cc3ccc(N4CCNC4=O)cc3)C2)cc1 (stereo not given),-12,4,-4,-4,1,-6,1.1,-3,-1,1570
Cc1ccc(NC(=O)C2CCCN(S(=O)(=O)c3c(C)noc3C)C2)c(C)c1 (stereo not given),-1,3,-8,-1,1,-3,1,-1,4,1485
COc1ccccc1-n1c(=O)c(C#N)c(-c2ccc([N+](=O)[O-])cc2)c2cc(C(=O)c3cc(F)ccc3O)cnc21,-1,1,1,2,1,-9,1,0,-3,1740
CC1CC(C)(C)N(C(=O)CN2C(=O)c3ccccc3C2=O)c2ccccc21 (stereo not given),3,-1,-1,2,1,-5,1,-5,-3,1613
O=C1C=C(c2cccs2)CC(c2cccs2)C1n1cnc([N+](=O)[O-])c1 (stereo not given),16,-2,26*,20,1,2,0.8,1,12,1790
Cn1c(C(C)(O)C(O)c2ccccc2)nc2ccccc21 (stereo not given),-26,-3,3,10,1,-7,1.3,-1,4,1663
Cc1cc(C(=O)N2CCN(Cc3ccccc3)CC2)on1,11,-5,6,13,1,-11,0.9,-2,-1,1520
# More results.
SMILES,bIAP inh,TNAP inh hiacc,PPARg SRC3 recr,PPARg SRC-2 ag,TNAP act hi DEA,TNAP inh no acc,bIAP act,HMGR II inh,PPARg SRC-1 ag,SRC2 TRFRET art
Cn1cc(CNCc2ccccc2OCC(O)CN2CCc3ccccc3C2)cn1 (stereo not given),-10,-5,-2,-3,1.1,-6,1.1,1,-11,1389
Cc1ccc(N2CC(C(=O)Nc3nccs3)CC2=O)cc1Cl (stereo not given),13,-4,-8,-2,1,-16,0.9,-1,-4,1452
CC(=O)C1=C(C)N(Cc2ccccc2)C(=O)N[C@H]1CCc1ccccc1,7,-1,-3,10,1,7,0.9,-8,9,1406
CN1COc2ccc3ccccc3c2C1,12,-2,-1,-3,1,-7,0.9,-3,-19,1274
CC(C)OCCCN1CN(S(=O)(=O)c2ccccc2)c2nc3ccccc3nc21,-5,-7,16,2,1.1,-12,1,-3,17,1579
CSc1ccc(S(=O)(=O)NCCOc2ccccc2C)cc1,32,-3,-5,6,1,-6,0.7,-3,0,1479
Cn1cc(CC(=O)NCCCN2CCCC2=O)c2ccccc21,-8,-10,·,·,1.1,-11,1.1,0,·,·
Cc1cc(C)cc(NC(=S)N2CCN(Cc3ccccc3)CC2)c1,-11,-1,6,13,1,-8,1.1,-4,8,1808
